FLuc counter = firefly luciferase modulation, counter-screen for miR-21 project | P08659 | AID 588342 | Potency, µM (doses to about 57.5 µM), for inactives: at the highest dose activity change, negative = inhibition, usual class: inhibitors | purified FLuc, Km substrates, luminescence inhibition | 6.9% of 360,000 active;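 further: plate controls were vehicle for no effect and reference inhibitor for full effect; nearly all actives have a fitted effect of over 55% in size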
Target sequence (P08659 whole entry, looked up): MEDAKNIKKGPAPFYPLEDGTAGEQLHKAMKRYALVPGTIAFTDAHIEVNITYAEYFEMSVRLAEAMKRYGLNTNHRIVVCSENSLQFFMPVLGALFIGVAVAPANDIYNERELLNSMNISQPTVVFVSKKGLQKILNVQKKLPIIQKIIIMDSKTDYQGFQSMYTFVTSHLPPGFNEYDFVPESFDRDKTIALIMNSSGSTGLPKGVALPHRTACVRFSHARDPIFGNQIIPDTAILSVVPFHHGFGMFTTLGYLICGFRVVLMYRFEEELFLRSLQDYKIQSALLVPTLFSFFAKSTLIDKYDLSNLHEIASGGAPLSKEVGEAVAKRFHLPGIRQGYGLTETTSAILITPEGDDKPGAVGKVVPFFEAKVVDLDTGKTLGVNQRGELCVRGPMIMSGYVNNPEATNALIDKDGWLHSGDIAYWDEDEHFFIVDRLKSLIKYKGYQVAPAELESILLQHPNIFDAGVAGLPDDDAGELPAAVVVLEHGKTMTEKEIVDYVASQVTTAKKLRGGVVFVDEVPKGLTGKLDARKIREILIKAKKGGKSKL
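Purified P. pyralis luciferase (10nM final) with 10uM D-luciferin and 10uM ATP (Km levels) in 50mM Tris acetate pH 7.5, 10mM Mg acetate, 0.01% Tween-20, 0.05% BSA; qHTS 6-point titration, ~60 µM downward; luminescence read.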
uPA surface inh = inhibitors of cell surface uPA generation; 0.31% of 330,000 active; AID 540303; Potency, µM (highest dose often 38.3 µM), for inactives: at the highest dose activity change, negative = inhibition, actives largely listed as inhibitors; cell surface uPA generation assay, qHTS; active means well fitted inhibition curve with a large enough effect; inconclusive means small, poorly fitted or top-dose-only effect; inactive means no such curve, though single readings can be large or run the other way; tested in mouse RAW 264.7 cells; further: on the % scale 0 is the no-effect control and ±100 the full control effect; nearly all actives have a fitted effect of over 55% in size
Rab9 promoter act = Rab9 promoter activation; Huh7 Rab9 promoter-luciferase reporter, luminescence, 24 h; Potency, µM (series often up to 9.22 µM), inactives show at the highest dose activation, negative = inhibition, actives largely listed as activators; 2.8% of 320,000 active; further: % of control where 0% means no effect; nearly all actives have a fitted effect of over 60% in size
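Huh7 cells stably carrying Rab9 promoter–luciferase reporter, plated 1500 cells/well, compound added after 2 h and incubated 24 h at 37 °C; luciferase luminescence then read after 10 min with detection reagent.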
BRCA1 expr up = activators of BRCA1 expression; AID 624202; MCF7-BRCA1-FFLuc reporter, luminescence, 48 h; response scale: scaled: vehicle 0%, 10 µM genistein 100%; 1.1% of 380,000 active; Potency, µM (highest dose often 46.1 µM), without a hit: at the highest dose activation, actives largely listed as activators; further: nearly all actives have a fitted effect of over 80% in size; some results filed as inactive show a strong effect at the top dose
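Cells: MCF7-BRCA1-FFLuc, 2000/well. Exposure: 48 h, 37 °C, 5% CO2. Read: luminescence, 15 min post-substrate. Controls: genistein 10 microM (maximal activation), DMSO (neutral).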
MLL CXXC-DNA inh = inhibitors of human MLL CXXC domain-DNA interaction; Q03164; 0.037% of 290,000 active; MLL-CXXC / FITC-HOXA9 DNA fluorescence polarization; Potency, µM (doses to about 115 µM), for inactives: top-dose activity change, negative = inhibition, most hits filed as inhibitors; active means well fitted inhibition curve with a large enough effect in the polarisation, with a control signal flat, not every such curve was filed as active; inconclusive means small, poorly fitted or top-dose-only effect, or effect the other way, or a change in a side signal; inactive means no such curve, though single readings can be large or run the other way; the % refers to the polarisation
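Steps: dispense CXXC domain solution (7 uM) → pin compounds or unlabeled HOX-A9 DNA control → 5 min ambient → add FLSN-HOX-A9 solution (50 nM) → spin → 30 min ambient → fluorescence polarization. Tris pH 7.5/NaCl/DTT/BSA buffer.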
RORgamma inh = blocks mouse ROR gamma transcriptional activity | P51450 | Drosophila S2 Gal4-RORgamma UAS-luciferase reporter, 20 h | Potency, µM (doses to about 53.6 µM), for inactives: top-dose activity change, negative = inhibition, usual class: inhibitors | 5.4% of 310,000 active | AID 2551; further: on the % scale 0 is the no-effect control and ±100 the full control effect; nearly all actives have a fitted effect of over 60% in size
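ROR gamma transcriptional activity was tracked as Gal4-UAS luciferase output in stably transfected Drosophila Schneider cells, with compound added 1 hr before 700 uM copper sulfate induction and a 20 hr ambient-temperature incubation.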
NPC1 promoter act = NPC1 promoter activation; AID 485313; 2.4% of 320,000 active; Potency, µM (doses to about 9.22 µM), without a hit: at the highest dose activation, actives largely listed as activators; Huh7 NPC1 promoter luciferase reporter, 24 h;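 further: % of control where 0% means no effect; nearly all actives have a fitted effect of over 60% in size; reporter is driven by a mutant NPC1 promoter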
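Quantitative HTS used a cell-based reporter: Huh7 cells stably bearing the NPC1 promoter upstream of luciferase were treated with compounds for 24 h, and promoter activation was read as luminescence.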
Gal4-VP16 FLuc = inhibits Gal4-VP16 luciferase reporter, ROR gamma counter-screen. Drosophila S2 Gal4-VP16 UAS-luciferase, luminescence, 20 h. Potency, µM (titrated, usually from 53.6 µM), for inactives: at the highest dose activity, negative = inhibition, actives largely listed as inhibitors. 3.5% of 310,000 active;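 further: Gal4-VP16 expression switched on by copper sulfate through the metallothionein promoter; on the % scale 0 is the no-effect control and ±100 the full control effect; nearly all actives have a fitted effect of over 50% in size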
MBNL1-CUG inh = inhibitors of human MBNL1 binding to CUG repeat RNA; Potency, µM (series often up to 57.5 µM), without a hit: top-dose activity change, negative = inhibition, hits mostly inhibitors; AID 2675; TR-FRET MBNL1-His/biotin-(CUG)12 binding, 665/545 ratio; Q9NR56; 0.036% of 280,000 active; active means well fitted inhibition curve with a large enough effect in the signal ratio, with a control signal flat, not every such curve was filed as active; inconclusive means small, poorly fitted or top-dose-only effect, or effect the other way, or a change in a side signal; inactive means no such curve, though single readings can be large or run the other way; the % refers to the signal ratio; further: on the % scale 0 is the no-effect control and ±100 the full control effect
Target sequence (Q9NR56 whole entry, looked up): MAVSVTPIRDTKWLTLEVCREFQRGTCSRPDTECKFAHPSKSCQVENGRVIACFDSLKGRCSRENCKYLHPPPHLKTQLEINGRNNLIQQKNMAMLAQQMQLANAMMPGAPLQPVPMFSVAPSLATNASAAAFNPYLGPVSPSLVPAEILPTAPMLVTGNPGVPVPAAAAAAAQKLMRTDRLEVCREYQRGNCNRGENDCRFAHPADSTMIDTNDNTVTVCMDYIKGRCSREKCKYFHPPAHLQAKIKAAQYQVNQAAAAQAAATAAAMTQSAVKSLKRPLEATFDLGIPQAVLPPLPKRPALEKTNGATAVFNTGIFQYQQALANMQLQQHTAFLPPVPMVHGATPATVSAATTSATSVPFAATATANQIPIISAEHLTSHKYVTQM
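Ratiometric TR-FRET (665 over 545 nm, excitation 340 nm) tracks disruption of MBNL1-His/biotin-(CUG)12 complex after 60 min at room temperature, with compounds at 92 nM to 58 uM final.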
p53 reactivator = re-activators of mutant p53 | H1299 p53-A138V BP100-luciferase reporter, luminescence, 24 h | Potency, µM (doses to about 92.2 µM), for inactives: at the highest dose activity change, positive = activation, hits mostly activators | 0.063% of 320,000 active | AID 504706; further: % of control where 0% means no effect; nearly all actives have a fitted effect of over 45% in size
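H1299 (p53-null), stable ts p53-A138V + BP100-Luc; 1000 cells/well, Opti-MEM/10% FBS; cpd 4 pt, 1:5; 24 h, 37 deg C, 5% CO2; detection reagent 10 min RT; luminescence.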
ELG1 genotox = induces genotoxicity in HEK293T cells with luciferase-tagged ELG1; Potency, µM (series often up to 46 µM), for the others: at the top dose activity change, positive = activation, actives largely listed as activators; 1.3% of 330,000 active; HEK293T ELG1-luciferase reporter, luminescence, 16 h; further: % of control where 0% means no effect; nearly all actives have a fitted effect of over 60% in size
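Step 1: seed 2,000 HEK293T ELG1-luciferase cells per well. Step 2: add compound or DMSO, incubate 16 hr at 37 °C. Step 3: ONE-Glo, 30 min at room temperature, read luminescence.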
* = called active by the depositor; ? = inconclusive; nt = no result given; & = joins results of further samples; [ ] = remark or other dose. Unless noted, the call rests on the fitted dose curve; in most records, active means well fitted curve in the direction sought with a large enough effect; inconclusive means small, poorly fitted or top-dose-only effect, or another doubt; inactive means no such curve, though single readings can be large; an effect the other way counts as inactive or inconclusive. Potency means the concentration at half of the fitted maximal effect. Only part of the results is shown; rates above refer to the full screens.

SMILES	FLuc counter	uPA surface inh	Rab9 promoter act	BRCA1 expr up	MLL CXXC-DNA inh	RORgamma inh	NPC1 promoter act	Gal4-VP16 FLuc	MBNL1-CUG inh	p53 reactivator	ELG1 genotox
COc1ccc2c(c1O)C(=O)c1ccccc1C2=O	?	nt	?	nt	-7.8%	-3.5%	?	16.8%	?	3.6%	13.5%
CCCCNC(=O)c1c(O)c2cccc3c2n(c1=O)CCC3	-2.0%	6.4%	0.4%	-38.1%	1.0%	0.1%[0.365 µM]	-1.3%	nt	2.5%	3.1%	0.0%
CC(C)CCC(C(=O)O)C(C)CC(=O)NNC(=O)c1ccco1 (configuration not stated)	0.2%&3.3%	1.9%&-1.7%	1.3%&-4.9%	-2.6%&-1.1%	-5.1%&4.8%	13.4%&-11.4%	-1.1%&-3.1%	5.8%&-0.4%	-2.7%&-2.7%	-1.8%&2.2%	-0.9%&0.0%
Oc1ccccc1N=Cc1c(O)ccc2oc3c(c12)CCCC3	-4.4%	4.47µM*	-4.0%	-36.1%	-3.4%	3.16µM*	-0.7%	10µM*	nt	5.1%	-11.3%
C/C(=N/O)c1ccccn1	-0.1%	3.9%	-3.3%	-14.0%	-23.6%	-28.2%	2.1%	0.5%	0.3%	1.5%	-2.4%
C=C(C)Cn1c(CCNC(=O)C(C)(C)C)nc2ccccc21	4.2%	3.9%	-1.4%	-1.6%	1.4%	2.0%[0.365 µM]	-6.3%	nt	-3.3%	3.9%	-5.9%
Cc1[nH]c(=O)[nH]c(=O)c1S(=O)(=O)N1CCC(C(=O)NC(C)c2ccccc2)CC1 (configuration not stated)	2.4%	0.6%	-5.6%	-10.5%	-3.3%	-21.4%	-0.2%	5.2%	11.8%	-5.8%	-0.1%
C[C@@H]1C[C@H]2[C@@H]3C[C@H](F)C4=CC(=O)C=C[C@]4(C)[C@@]3(Cl)[C@@H](O)C[C@]2(C)[C@H]1C(=O)COC(=O)C(C)(C)C	-1.0%	-25.9%	-3.4%	0.0%	nt	nt	-3.3%	nt	nt	-2.2%	18.1%
CCc1ccc(OCC(=O)OCC(=O)NCCNC(=O)COC(=O)COc2ccc(CC)cc2)cc1	-11.3%	2.0%	1.2%	-3.4%	6.4%	-24.0%	-0.5%	4.2%	1.1%	11.8%	8.6%
COC(=O)c1ccc(COc2cc(C)ccc2C)o1	10.7µM*	0.2%	12.9%	55.8%	6.5%	20.9%	28.7%	1.3%	3.0%	?	?
O=C(Nc1ccccc1C(=O)N1CCOCC1)c1ccc(CSc2ccccc2)cc1	-3.2%	-2.6%	-3.1%	-2.3%	3.7%	30.4%	-1.7%	2.6%	2.7%	-4.7%	-4.6%
O=C(NCCCO)c1cc2ccccc2[nH]1	5.6%	0.5%	1.9%	10.4%	-8.8%	-0.8%	-0.1%	2.7%	-4.9%	-2.4%	1.9%
CN(C)C(CNC(=O)c1cc(Br)ccc1Cl)c1ccco1 (configuration not stated)	0.2%	-0.1%	-6.1%	-0.4%	-21.4%	5.3%	6.9%	-14.3%	-5.3%	3.9%	-1.3%
NS(=O)(=O)c1ccc(NC(=O)CSc2ncn[nH]2)cc1	1.3%	-4.1%	0.5%	18.0%	8.1%	-16.5%	-1.8%	-4.5%	-3.3%	7.8%	10.0%
O=S(=O)(c1ccccc1)N1CCN(C(=S)NCCc2ccccc2)CC1	1.1%	-0.4%	12.0%	2.3%	2.2%	65.9%	-1.2%	-15.9%	1.4%	-5.4%	-9.9%
Cc1cc(NC(=O)CCC(=O)N(CC(=O)NC2CCCC2)c2ccc(Cl)c(Cl)c2)no1	0.8%	-0.5%	0.4%	-13.6%	-1.3%	17.6%	-5.6%	-6.5%	-1.9%	-1.9%	-1.4%
CC1CN(C(=O)c2cccc(COc3ccc(Br)cc3)c2)CC(C)O1 (configuration not stated)	4.78µM*	-4.1%	3.55µM*	?	7.4%	?	1.58µM*	1.3%	4.1%	?	?
Cc1ccc(NC(=O)CSCC(=O)Nc2cc(Cl)ccc2N2CCOCC2)cc1	2.5%	1.0%	-2.3%	-25.1%	nt	nt	-1.4%	nt	nt	4.4%	0.4%
COc1ccc(CN2CCN(C3CCC3)CC2CCO)c(F)c1 (configuration not stated)	0.6%	-6.1%	7.1%	-8.8%	-3.6%	-6.3%	0.6%	-6.0%	7.1%	8.4%	2.3%
Cc1ccc(S(=O)(=O)N(Cc2ccccc2Cl)C(=O)N2CCN(C)CC2)cc1	-0.9%	5.6%	-1.5%	-1.1%	nt	nt	-0.8%	nt	nt	-1.9%	-6.2%
COc1ccccc1C(=O)O/N=C(\N)c1ccc(Cl)cc1	21.3µM*	nt	28.1%	-40.9%	-6.3%	-7.0%	?	?	-8.0%	15.7%	?
CCn1c(CC(=O)Nc2cccc(Cl)c2Cl)nnc1SCCOc1ccc(OC)cc1	-12.7%	nt	6.3%	18.9%	7.0%	-1.9%	10.4%	7.3%	-11.6%	2.7%	4.0%
O=C1CC(c2ccccc2)CC(O)=C1C=Nc1ccccc1Cl (configuration not stated)	?	2.3%	-3.0%	-6.5%	3.1%	43.0%	-4.1%	3.0%	-17.0%	9.4%	-0.3%
Cc1cc(C)c(S(=O)(=O)N2CCCOC2CNC(=O)C(=O)NCc2ccco2)c(C)c1 (configuration not stated)	1.6%	1.6%	-6.0%	11.3%	5.1%	-5.3%	-0.8%	-0.5%	-7.8%	-1.3%	6.3%
COCCN(C(=O)COC(=O)CSc1ccc(Cl)cc1)c1c(N)n(Cc2ccccc2)c(=O)[nH]c1=O	-1.1%	-10.1%	-0.1%	-12.9%	nt	nt	-3.5%	nt	nt	-0.6%	-1.2%
COc1ccc(CN2CCOC2=O)cc1OC	-1.3%	-0.9%	-3.3%	0.0%	1.7%	25.3%	-0.7%	-2.7%	1.8%	0.2%	0.4%
CCN(c1ccc(OC)cc1)S(=O)(=O)c1ccc(-c2cc(C)no2)s1	3.1%	-1.3%	-4.0%	-38.8%	-0.9%	1.9%	-7.7%	-2.1%	?	-0.2%	-7.7%
CCOc1ccc(OCCC(=O)OCC(=O)Nc2cc(OCC)c(N3CCOCC3)cc2OCC)cc1	-4.0%	?	-5.3%	-17.8%	nt	nt	-5.4%	nt	nt	-25.6%	?
CC(O)c1nc2ccccc2n1Cc1ccc([N+](=O)[O-])cc1 (configuration not stated)	-2.3%	2.3%	-3.2%	-8.7%	-0.1%	0.8%	-2.6%	7.1%	?	-8.8%	0.0%
CC1CC(C)CN(c2ccc([N+](=O)[O-])nc2)C1 (configuration not stated)	-1.5%	?	4.0%	0.5%	2.7%	?	-1.4%	11.6%	?	6.6%	6.0%
CCOc1ccccc1CN1C(=O)NC(C)(c2ccccc2)C1=O (configuration not stated)	6.3%	-1.0%	-0.3%	-47.5%	2.2%	0.0%	13.1%	-4.7%	-17.3%	0.3%	-4.5%
CCn1c(-c2cccnc2Cl)nc2ccccc21	5.6%	-0.3%	-4.0%	1.3%	4.1%	6.5%	-3.1%	1.0%[0.365 µM]	-2.3%	-0.5%	0.7%
CCN1CCCc2cc(CN(CCN3CCOCC3)C(=S)Nc3ccc(OC)cc3)ccc21	0.8%	0.3%	-2.3%	-2.2%	2.3%	?	-5.1%	0.3%[10 µM]	-15.4%	-3.8%	-20.2%
Cn1c(=O)c2c(ncn2Cc2ccc(Cl)cc2)n(C)c1=O	2.1%&-0.6%	-2.1%	-20.2%	-14.5%&-15.8%	-7.2%	?	-7.9%	-27.5%	-12.1%	-6.5%	-4.2%
COc1cc(NC(=O)c2ccccc2)c(OC)cc1NC(=O)CN1CCOCC1	-11.6%	6.6%	-0.6%	-8.2%	-4.2%	3.3%	2.8%	-1.1%	-10.6%	-2.3%	-12.7%

Shown bar-delimited: part of the list above
molecule | FLuc counter | uPA surface inh | Rab9 promoter act | BRCA1 expr up | MLL CXXC-DNA inh | RORgamma inh | NPC1 promoter act | Gal4-VP16 FLuc | MBNL1-CUG inh | p53 reactivator | ELG1 genotox
COc1ccc(CN2CCN(C3CCC3)CC2CCO)c(F)c1 (configuration not stated) | 0.6% | -6.1% | 7.1% | -8.8% | -3.6% | -6.3% | 0.6% | -6.0% | 7.1% | 8.4% | 2.3%
Cc1ccc(S(=O)(=O)N(Cc2ccccc2Cl)C(=O)N2CCN(C)CC2)cc1 | -0.9% | 5.6% | -1.5% | -1.1% | nt | nt | -0.8% | nt | nt | -1.9% | -6.2%

High-throughput results (PubChem BioAssay)
